High-throughput results deposited in PubChem by several laboratories.
MEX-5 binding: MEX-5 zinc finger RNA-binding disruptors – biochemical, C. elegans, fluorescence polarization, MLPCN library, primary screen | activity score (negative = inhibition of binding), % at 10 µM | MEX-5/FITC-TCR2 RNA binding; hits give low values | actives 0.38% (n = 300,000) | AID 1832, 2009;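 active = inhibition past about -25% in most replicates, and total fluorescence under double the plate's negative control median, limit read from the data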;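 also: 0% = DMSO and -100% = 5 µM competing unlabeled TCR2 RNA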
Bcl-xL primary: inhibitors of human Bcl-xL, primary screen, biochemical, fluorescence polarization, HTS; GST-Bcl-xL / FITC-Bim BH3 peptide fluorescence polarization; actives 0.7% (n = 320,000); inhibition, % at 10.9 µM; Bcl-2-like protein 1 (Homo sapiens), Q07817; AID 2129, 2009;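 active = inhibition above the mean of all tested compounds plus 3 SD, cutoff set per campaign, cut at about 30% in these data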;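 also: 0% = DMSO wells and 100% = unlabeled Bim-BH3 peptide competitor; inhibitors lower millipolarization by displacing the labeled peptide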
pPAFAH FP inh: pPAFAH enzyme inhibitors, primary screen, biochemical, fluorescence polarization, human | Platelet-activating factor acetylhydrolase (Homo sapiens), Q13093 | recombinant pPAFAH, FP-rhodamine probe fluorescence polarization | inhibition, % at 3.39 µM | actives 1.5% (n = 330,000) | AID 463082, 2010;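 active = inhibition above the mean inhibition across the screen plus 3 SD, cut at about 25% in these data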;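 also: inhibitors block binding of the rhodamine activity-based probe so polarization drops; 0% = enzyme with DMSO and 100% = wells lacking pPAFAH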
Fam108B counter: mouse Fam108B serine hydrolase inhibitors, primary screen, counter-screen for RBBP9 inhibitor project, biochemical, fluorescence polarization. recombinant Fam108B, FP-Rh probe fluorescence polarization. inhibition, % at 9.51 µM. actives 0.33% (n = 300,000). AID 1947, 2009;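 active = inhibition above the screen mean inhibition plus 3 SD, computed separately per campaign, cut at about 18% in these data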;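 also: inhibitors lower polarization as less probe binds the enzyme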
PAFAH1B2 inh: PAFAH1B2 enzyme inhibitors, primary screen, biochemical, fluorescence polarization, human. inhibition, % at 3.39 µM. recombinant PAFAH1B2, FP-rhodamine activity probe. AID 492953, 2010. actives 1.2% (n = 340,000). Platelet-activating factor acetylhydrolase IB subunit alpha2 (Homo sapiens), P68402;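 active = inhibition above the mean of all tested compounds plus 3 SD, cut at about 24% in these data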;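 also: 0% = enzyme with DMSO and 100% = wells lacking PAFAH1B2; many of its hits are not listed in these tables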
Target sequence (P68402 whole entry, looked up): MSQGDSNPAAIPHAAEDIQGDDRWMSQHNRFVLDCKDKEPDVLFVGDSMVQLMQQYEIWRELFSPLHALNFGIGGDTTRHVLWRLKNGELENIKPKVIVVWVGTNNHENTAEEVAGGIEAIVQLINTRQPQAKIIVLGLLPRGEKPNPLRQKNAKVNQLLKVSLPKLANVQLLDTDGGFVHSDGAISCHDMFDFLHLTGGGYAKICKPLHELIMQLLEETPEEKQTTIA
MCL1-BIM inh: inhibitors of MCL1 binding to BIM-BH3, primary screen, biochemical, fluorescence polarization | Induced myeloid leukemia cell differentiation protein Mcl-1 (Homo sapiens), Q07820 | inhibition, % at 10.9 µM | GST-MCL1 / FITC-Bim-BH3 fluorescence polarization | actives 0.68% (n = 320,000) | AID 2057, 2009;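 active = inhibition above the mean inhibition of all tested compounds plus 3 SD, set per campaign, cut at about 40% in these data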;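 also: 0% = DMSO wells and 100% = unlabeled Bim-BH3 peptide control; higher means more loss of mP so more displacement of Bim peptide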
Target sequence (Q07820 whole entry, looked up): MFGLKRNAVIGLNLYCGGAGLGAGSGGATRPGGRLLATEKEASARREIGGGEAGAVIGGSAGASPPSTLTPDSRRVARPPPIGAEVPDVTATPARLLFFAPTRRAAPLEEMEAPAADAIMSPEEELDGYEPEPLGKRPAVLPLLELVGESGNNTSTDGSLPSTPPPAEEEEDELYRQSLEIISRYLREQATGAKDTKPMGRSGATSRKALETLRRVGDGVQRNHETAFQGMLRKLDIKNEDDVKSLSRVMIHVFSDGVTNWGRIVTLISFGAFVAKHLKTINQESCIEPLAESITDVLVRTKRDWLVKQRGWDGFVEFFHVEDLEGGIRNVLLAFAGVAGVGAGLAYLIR
AHR act: AHR activators, primary screen, cell-based, luminescence, luciferase reporter, human | Aryl hydrocarbon receptor (Homo sapiens), P35869 | AHR-responsive luciferase reporter cells | activation, % at 5 µM | actives 2.5% (n = 320,000); in the data active = activation above about 47%;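 also: 0% = vehicle wells and 100% = reference agonist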
GLD-1 RNA inh: GLD-1/TGE RNA complex disruptors, primary screen, biochemical, fluorescence polarization | actives 0.44% (n = 320,000) | inhibition, % at 5.96 µM | AID 2280, 2010 | purified GLD-1 + fluorescein TGE RNA;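 active = percent inhibition above a per-plate cutoff, the plate mean of test compounds plus 3 SD, cut at about 30% in these data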;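 also: 0% = DMSO wells with GLD-1 and probe and 100% = wells lacking GLD-1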
Target sequence (Q17339 whole entry, looked up): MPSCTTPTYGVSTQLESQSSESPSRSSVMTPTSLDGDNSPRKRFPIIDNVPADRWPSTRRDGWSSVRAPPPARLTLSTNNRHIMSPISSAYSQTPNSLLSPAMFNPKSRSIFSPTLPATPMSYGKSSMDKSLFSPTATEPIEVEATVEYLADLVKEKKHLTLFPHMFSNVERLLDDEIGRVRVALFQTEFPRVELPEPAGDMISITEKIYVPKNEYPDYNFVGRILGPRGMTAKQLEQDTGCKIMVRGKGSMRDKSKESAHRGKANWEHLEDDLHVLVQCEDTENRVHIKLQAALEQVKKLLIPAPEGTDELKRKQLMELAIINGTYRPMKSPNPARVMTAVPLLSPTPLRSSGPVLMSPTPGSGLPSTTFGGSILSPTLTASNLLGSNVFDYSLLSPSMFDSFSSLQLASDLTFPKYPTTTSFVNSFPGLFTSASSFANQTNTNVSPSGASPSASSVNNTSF
PME-1 primary: PME-1 inhibitors via competitive probe labeling, primary screen, biochemical, fluorescence polarization, FP-Rh probe, HTS | recombinant PME-1 | inhibition, % at 5.9 µM | actives 0.53% (n = 320,000) | Protein phosphatase methylesterase 1 (Homo sapiens), Q9Y570;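 active = inhibition above the campaign mean of all compounds plus 3 SD, cut at about 26% in these data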;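 also: competitive labeling of PME-1 active site by serine hydrolase directed probe; 0% = PME-1 with DMSO and 100% = wells lacking PME-1 enzyme; inhibitors block probe labeling so polarization falls and inhibition rises; many of its hits are not listed in these tables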
* = called active by the depositor; · = no result given. An excerpt; count on the stated rates, not on these rows.

SMILES	MEX-5 binding	Bcl-xL primary	pPAFAH FP inh	Fam108B counter	PAFAH1B2 inh	MCL1-BIM inh	AHR act	GLD-1 RNA inh	PME-1 primary
CN(CC(=O)Nc1ccccc1Cl)C(=O)CSc1nncs1	1.6	4	-2	4	0	-1	-3	2	-4
CCn1ncc(/C=N\NC(=O)c2ccc3c(c2)c(C)c(C)n3Cc2ccccc2)c1C	1.4	0	13	0	0	-1	20	5	-1
C/C(=N\NC(=O)c1cc(C)oc1C)c1ccc(C)c([N+](=O)[O-])c1	·	3	8	·	-3	3	8	4	0
COC(=O)CSc1cc(C)nc(NC(C)=O)n1	-2.1	4	1	4	5	11	-3	14	5
Cc1ccc2oc(=O)cc(CN3CC(C)OC(C)C3)c2c1 (stereo unspecified)	2.0	1	-1	4	-4	-2	0	-4	5
CNC(=O)CN(c1cc(OCCOC)c(Cl)cc1Cl)S(=O)(=O)c1ccccc1	-1.2	7	2	3	1	11	-1	-4	0
Cc1cc(NC(=O)CSc2nc(C(C)C)nc3sc4c(c23)CCC(C)C4)no1 (stereo unspecified)	-2.0	3	6	2	0	6	-1	-5	1
COc1ccc(OC)c(/C=C/C(=O)Nc2cccc(S(=O)(=O)NC3=NCCCCC3)c2)c1	·	5	10	·	6	-1	2	0	-9
CC(C)C(C(=O)Nc1ccccc1F)N1C(=O)c2ccccc2C1=O (stereo unspecified)	1.4	8	4	1	5	8	8	4	3
CC1CN(C(=O)COC(=O)[C@@H](NC(=O)c2ccccc2Cl)C(C)C)CC(C)O1 (stereo partly specified)	·	·	2	·	4	·	0	0	·
CC[C@@]12C(=O)N(c3ccccc3)C(=O)N1[C@H](c1cccc(C)c1)[C@@H]1C(=O)N(Cc3ccccc3)C(=O)[C@@H]12	-0.6	10	0	3	-1	3	0	-2	-1
COc1ccc(C(=O)c2nccc3ccccc23)cc1	1.3	5	4	3	1	-1	4	4	-9
CC(=O)N1CCC(C(=O)Nc2ccc3c(c2)CCC3)CC1	2.0	4	2	-1	1	-3	2	4	-4
CN(C)c1ccccc1C(=O)N1CCC(n2nccc2NC(=O)C2CC2)CC1	·	-1	6	2	1	-2	-1	-3	3
CCOC(=O)C1=C(C)NC(=O)NC1c1cccc(OC)c1OCc1ccccc1Cl (stereo unspecified)	0.8	5	3	-4	0	3	1	2	-8
Cc1nn(C)c(C(=O)NNC(=S)Nc2ccc(F)cc2)c1[N+](=O)[O-]	-1.1	5	2	5	2	3	7	-5	0
CCN(CC)S(=O)(=O)c1ccc(-c2nnc(SCc3nnc(-c4ccc(C)cc4)o3)o2)cc1	-1.1	2	-3	1	4	7	0	6	1
Cc1ccc(C)c(NS(=O)(=O)c2ccc3c(c2)Cc2cc(S(=O)(=O)Nc4cc(C)ccc4C)ccc2-3)c1	·	-1	10	-2	0	-15	1	9	1
O=C(c1ccccn1)c1ccc2ccccc2n1	0.3	4	2	1	·	7	0	1	4
Cc1ccc(-c2csc(NC(=O)CN3C(=O)CCC3=O)n2)cc1	0.0	2	4	7	6	3	1	-5	9
O=C(NCc1cccs1)C1CC(c2ccc(Cl)cc2)=NO1 (stereo unspecified)	2.4	1	2	0	6	1	8	11	-3
Cc1nnc(N2CCN(c3ccccc3)CC2)[nH]c1=O	-0.1	-1	0	8	4	-3	4	-7	-3
O=C(Nc1ccc2c(c1)OCCO2)C1CCCN(S(=O)(=O)c2cnc[nH]2)C1 (stereo unspecified)	1.5	5	-5	0	2	5	2	2	-5
O=C(Cn1cc([N+](=O)[O-])cn1)N1CCc2ccccc2C1	1.4	2	3	1	3	-1	-2	3	-4
COCCN1C(=O)c2cc(C(=O)Nc3cccc(F)c3)ccc2C1Nc1cccc(F)c1 (stereo unspecified)	2.3	6	-3	1	8	6	-2	-3	1
CSc1sc(-c2ccnc(=S)[nH]2)c(-c2ccccc2)c1C#N	1.7	12	5	1	·	4	0	1	4
O=c1[nH]c2ccccc2nc1NCCN1CCOCC1	-0.5	2	1	1	7	9	1	2	1
O=S(=O)(c1cc(Cl)ccc1Cl)N1CCN2CCCC2C1 (stereo unspecified)	1.0	0	0	-2	0	10	1	-3	-3
C/C(=N\NC(N)=O)c1cccc(Cl)c1	1.0	1	1	1	3	-1	-6	0	-5
Cc1ccc([N+](=O)[O-])cc1NC(=S)NC(=O)CC(C)(C)C	2.1	-3	6	3	4	4	7	-6	3
COc1ccc(CCNC(=O)c2sc3cc(C)ccc3c2Cl)cc1	0.7	0	-5	-1	1	2	1	-8	1
O=C1/C(=C/c2cccs2)SC(=S)N1CC(=O)N1CCCCC1CCO (stereo unspecified)	0.7	11	12	1	7	14	3	2	3
Cc1cccc(Nc2nc(N)nc(CCl)n2)c1C	-2.1	5	0	-1	·	-1	-1	-4	-1
O=C(O)CN1C(=O)C(=O)N(Cc2ccc(Cl)c(Cl)c2)C1=O	-0.2	3	3	-4	12	-4	-3	6	-4
CC1(C)C=C(c2ccc(C(=O)O)s2)CC(C)(C)N1	1.0	3	-1	-2	-1	2	-2	4	-1
C=CCn1c(SCC(=O)N2CC(=O)Nc3ccccc32)nc2scc(-c3cccs3)c2c1=O	2.9	3	4	-13	0	3	28	-1	-22
COCC(=O)Nc1ccc2c(c1)OCC(=O)N2Cc1ccccc1F	0.2	4	9	4	-6	-1	3	6	1
COc1ccc2cc(CN(CC3CCCO3)C(=O)Nc3ccccc3)c(=O)[nH]c2c1 (stereo unspecified)	0.8	-1	-1	3	7	8	2	7	1
CCOC(=O)C1=C(C)Nc2ncnn2C1c1cccnc1 (stereo unspecified)	2.8	8	3	-1	3	13	0	2	6
Cc1cccc(Nc2ncnc3ccc(Br)cc23)c1	2.2	3	1	0	-1	5	101*	-2	-2
CC1(C)CC(=O)N(c2ccc(C#N)cc2)C(=O)C1	-4.2	2	5	1	2	0	-1	-8	1
Cc1cccc(CN(CC(=O)N/N=C/c2ccco2)S(=O)(=O)c2ccc(Cl)cc2)c1	3.7	-6	6	-1	11	-4	6	3	0
O=C(CSCc1ccc(Cl)cc1Cl)Nc1ccc(O)cc1C(=O)O	-0.5	3	0	0	28*	7	1	-1	-3
CC1(C)CC(=O)C(C=Nc2ccc(O)c(N=CC3=C(O)CC(C)(C)CC3=O)c2)=C(O)C1	1.0	16	33*	-1	1	17	7	1	-4
O=C(COC(=O)c1ccc2c(c1)C(=O)N(Cc1ccncc1)C2=O)Nc1cccc2ccccc12	1.3	2	-3	-7	1	5	2	1	-13
CC(NC(=O)c1cccnc1)C(c1cccs1)N1CCN(c2ccccc2F)CC1 (stereo unspecified)	·	2	6	-1	-1	-3	0	3	2
COc1ccc(N2CC(C(=O)Nc3nc4ccc(S(C)(=O)=O)cc4s3)CC2=O)cc1 (stereo unspecified)	-3.4	-4	16	3	5	-3	5	10	-1
O=C(CN1C(=O)COc2ccc(Cl)cc21)NC1CC1	-1.0	4	4	-3	-4	0	1	-2	-3
O=C(CN1C(=O)c2ccc([N+](=O)[O-])cc2C1=O)Nc1cc(S(=O)(=O)N2CCOCC2)ccc1Cl	0.3	-2	-2	-3	0	0	-1	3	-5
OCCN1CCN(CC(O)COc2ccc(-c3ccccc3)cc2)CC1 (stereo unspecified)	1.2	5	2	2	-4	0	4	4	-5

Next structures.
SMILES	MEX-5 binding	Bcl-xL primary	pPAFAH FP inh	Fam108B counter	PAFAH1B2 inh	MCL1-BIM inh	AHR act	GLD-1 RNA inh	PME-1 primary
CCCCNCCCOc1cc(Cl)ccc1Cl	-0.6	1	2	-2	8	-2	3	-3	2
O=Cc1c(-c2ccc(F)cc2)nc2ccccn12	0.7	-2	-8	-5	5	-8	70*	-1	0
O=C(O)CSc1ncnc2sc3c(c12)CCC3	-0.2	10	6	3	1	15	1	1	-2
COc1ccc(C(=O)O)cc1S(=O)(=O)Nc1ccc(C)cc1	-1.2	2	4	0	13	6	3	7	7
Cc1c(C(=O)NNS(=O)(=O)c2ccccc2)sc(=S)n1C	-0.3	3	6	2	5	9	3	5	-2
COc1ccccc1-n1nnnc1SCC(=O)N1CCCC1=O	-1.4	-2	-2	1	3	-3	-1	0	0
CCCCn1nc(NC(=O)CC)c2cc3cc(OC)ccc3nc21	-0.2	6	2	1	8	-1	45	0	1
COc1ccc([C@@H]2[C@@H]3C(=O)N(C(C)(C)C)C(=O)[C@@H]3[C@]3(CC(C)C)C(=O)N(c4ccccc4)C(=O)N23)cc1	3.3	2	-3	-2	-10	1	7	7	-3
Cc1cnc(NC(=O)Cc2ccccc2Cl)s1	-1.4	1	1	0	2	1	11	6	-4
CN(C)C(=O)Cn1cnc2c(cnn2-c2ccc(F)cc2)c1=O	-0.3	2	1	2	0	6	-1	1	1
CCN(CC)CCn1c(=N)n(CC(=O)c2ccc(Br)s2)c2ccccc21	1.6	-2	5	0	·	-1	70*	0	0
O=C(Nc1ccc(C2CCCCC2)cc1)C1CCN(c2ncccn2)CC1	-0.6	-1	0	-3	2	-6	1	-2	10
Cc1cc(C)cc(NC(=S)Nc2ccc(Cl)c(Cl)c2)c1	-1.2	-2	4	-11	-1	3	1	5	-7
COc1ccc(S(=O)(=O)N2CCC3(CC2)OCCN3S(=O)(=O)c2ccc(OC)cc2)cc1	2.3	1	-2	-3	1	2	2	9	1
O=C(/C=C/c1ccco1)NCc1ccco1	-1.9	6	4	-1	·	16	-1	12	2
N#CCC(=O)N/N=C/c1ccc(SCC(=O)Nc2ccccc2)o1	-4.4	1	10	3	0	-7	5	-8	9
CSc1nc(C)nc(C2CC2)c1C#N	0.2	3	-1	0	·	5	-5	3	2
CC1=CCC2C(=O)N(c3cccc(C(=O)N(C)C4CCCCC4)c3)C(=O)C2C1 (stereo unspecified)	0.8	4	5	0	2	0	0	2	-1
CCCCNC(=O)Cc1c(O)c2ccccc2[nH]c1=O	-0.1	5	1	-4	5	1	0	-1	-5
Cc1ccc(NC(=O)C2CCN(C(=O)NC3CCCCC3)CC2)cc1	0.2	2	-1	5	4	1	5	6	-4

Quoted from the listing:
MEX-5 binding with O=C(/C=C/c1ccco1)NCc1ccco1 : -1.9
pPAFAH FP inh with N#CCC(=O)N/N=C/c1ccc(SCC(=O)Nc2ccccc2)o1 : 10

Additional records follow:
SMILES	MEX-5 binding	Bcl-xL primary	pPAFAH FP inh	Fam108B counter	PAFAH1B2 inh	MCL1-BIM inh	AHR act	GLD-1 RNA inh	PME-1 primary
C/C(=C\c1cc(C(=O)O)c(C)o1)CO	1.1	1	3	1	0	-3	-4	7	-4
CC(=O)NCc1ccc(S(=O)(=O)N2CCCN(C)CC2)cc1	-2.5	0	-1	-3	6	7	0	0	-1
Cc1ccccc1CNC(=O)c1ccccc1N	3.1	4	-1	-3	1	3	-2	0	1
CCOc1ccc(S(=O)(=O)N2CCCC(C(=O)NCc3ccncc3)C2)cc1 (stereo unspecified)	0.5	3	2	-1	4	-2	-1	1	-4
